Compound activity from PubChem.
GRP78 ERSR act: inducers of ER stress response in human glioma cells; hit rate 0.02% among 420,000; U87-MG GRP78 promoter luciferase reporter, 16 h; Potency, µM, inactives show at the highest dose activation, usual class: activators; further: potency means the concentration at half of the fitted maximal effect; series mostly up to about 76 µM; % of control where 0% means no effect; nearly all actives have a fitted effect of over 35% in size
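ERSR induction read as luciferase luminescence (Bright-Glo, 10 min at room temperature) in stably transfected human U87-MG glioma cells exposed to compounds for 16 h, using GRP78 as sensor.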
Vif-A3F inh: inhibitors of Vif-A3F interaction | hit rate 0.2% among 390,000 | HeLa A3F-eYFP + Vif (tagged APOBEC3F with the HIV-1 protein that degrades it), YFP fluorescence increase | Potency, µM (doses to about 46.1 µM), without a hit: at the highest dose activity, negative = active; further: potency means the concentration at half of the fitted maximal effect; % of control where 0% means no effect; nearly all actives have a fitted effect of over 65% in size
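HeLa cells stably expressing Vif plus C-terminally eYFP-tagged A3F were seeded, incubated overnight at 37 deg C, dosed with compound, incubated overnight again at 37 deg C. Yellow fluorescence (Ex 488/Em 500-530) reported blocked Vif-mediated A3F-eYFP degradation.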
mIDH1 inhibitor: blocks human mutant IDH1 R132H enzyme | O75874 | IDH1-R132H enzyme, NADPH consumption, diaphorase/resazurin fluorescence | hit rate 0.093% among 390,000 | Potency, µM (highest dose often 76.6 µM), without a hit: top-dose activity change, negative = inhibition, hits mostly inhibitors; further: potency means the concentration at half of the fitted maximal effect; on the % scale 0 is the no-effect control and ±100 the full control effect; nearly all actives have a fitted effect of over 65% in size
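IDH1-R132H (0.5 ug/mL dispensed) in pH 7.5 Tris buffer was preincubated 30 min with compound, then given a substrate mix of 0.016 mM NADPH and 2 mM alpha-KG for 80 min at room temperature; remaining NADPH was read by diaphorase/resazurin fluorescence.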
USP1-UAF1 inh: blocks the human USP1/UAF1 deubiquitinase complex | AID 743255 | O94782 | recombinant USP1/UAF1, Ub-Rhodamine cleavage fluorescence | hit rate 0.23% among 390,000 | Potency, µM (doses to about 57.1 µM), for the others: at the top dose activity change, negative = inhibition, hits mostly inhibitors; further: potency means the concentration at half of the fitted maximal effect; on the % scale 0 is the no-effect control and ±100 the full control effect; nearly all actives have a fitted effect of over 60% in size; inactives centre near -12
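High-throughput fluorogenic screen: 1nM USP1/UAF1 complex, Ub-Rho substrate 150nM final, 50mM HEPES pH 7.8 with 0.5mM EDTA, 0.1 mg/ml BSA, 1mM TCEP and 0.01% Tween-20.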
Vif-A3G inh: Vif-A3G binding inhibition; Q9HC16; HeLa A3G-eYFP + Vif (tagged APOBEC3G with the HIV-1 protein that degrades it), YFP fluorescence, overnight; Potency, µM (titrated, usually from 46.1 µM), inactives show at the highest dose activity, negative = active, usual class: inhibitors; hit rate 0.076% among 410,000; AID 602310;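 further: potency means the concentration at half of the fitted maximal effect; on the % scale 0 is the no-effect control and ±100 the full control effect; nearly all actives have a fitted effect of over 60% in size; hits raise eYFP signal because A3G escapes Vif-driven loss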
Target sequence (Q9HC16 whole entry, looked up): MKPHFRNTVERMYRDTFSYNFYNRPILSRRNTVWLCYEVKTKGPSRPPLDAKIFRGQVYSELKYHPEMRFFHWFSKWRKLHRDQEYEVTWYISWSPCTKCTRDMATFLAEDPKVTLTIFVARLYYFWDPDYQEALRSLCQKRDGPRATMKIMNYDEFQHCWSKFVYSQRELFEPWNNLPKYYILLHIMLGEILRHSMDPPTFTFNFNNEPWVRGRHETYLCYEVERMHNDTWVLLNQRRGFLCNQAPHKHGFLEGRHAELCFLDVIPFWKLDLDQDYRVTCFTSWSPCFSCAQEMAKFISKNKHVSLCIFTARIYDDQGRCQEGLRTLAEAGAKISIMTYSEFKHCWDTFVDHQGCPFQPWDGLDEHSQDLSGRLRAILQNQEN
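Read-out is eYFP fluorescence (Ex 488/Em 500-530) from Vif-expressing HeLa A3G-eYFP cells; more signal means A3G escaped Vif-mediated degradation. Cells plated overnight, compound pinned in, incubated overnight at 37 deg C.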
RXFP1 ag: activates the human relaxin receptor RXFP1; Q9HBX9; HEK293T-RXFP1 cAMP TR-FRET, 30 min; response scale: percent of porcine relaxin response, buffer zero; Potency, µM (highest dose often 57.5 µM), for the others: top-dose activation, most hits filed as activators; hit rate 0.3% among 370,000; further: potency means the concentration at half of the fitted maximal effect; on the % scale 0 is the no-effect control and ±100 the full control effect; nearly all actives have a fitted effect of over 60% in size; many of its hits are not listed in these tables
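HEK293 cells stably expressing RXFP1, treated 30 min at 37C with compounds plus PDE4 inhibitor Ro 20174; cAMP measured by HTRF TR-FRET. Normalized to buffer and 29 nM porcine relaxin; EC50 by Hill fit.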
TrxR1 substrate: substrates of rat thioredoxin reductase 1 | O89049 | purified TrxR1 substrate turnover, NADPH consumption readout | Potency, µM (top dose mostly 114 µM), for inactives: at the highest dose activity change, negative = substrate turnover | hit rate 0.01% among 390,000; further: potency means the concentration at half of the fitted maximal effect; on the % scale 0 is the no-effect control and ±100 the full control effect; nearly all actives have a fitted effect of over 50% in size
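Rat TrxR1, dispensed at 90 nM, was prereduced with 400 uM NADPH (final) for 5 min at ~22 deg C, then incubated with compound 15 min before 400 uM selenite. A first-read NADPH fluorescence drop versus no-compound background flagged substrates.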
LDHA block: LDHA (human) enzyme inhibition | activity change, % (values are at about 110 or 230 µM) | purified LDHA, NADH/diaphorase-resazurin fluorescence; active compounds read low | P00338 | AID 1347041 | hit rate 0.15% among 480,000; in the data active means activity change below about -30%; inconclusive means mostly about -25% to -30%;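 further: plate controls were DMSO wells for no effect and wells without enzyme for full effect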
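Resorufin fluorescence (ex540/em590), read at 0 and 20 min after diaphorase/resazurin addition, reports the NADH left after a 5 min room-temperature reaction of 2 nM human LDH5 with 0.06 mM NADH and 0.2 mM pyruvate.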
PI4K2A block: PI4K2A (human) kinase inhibition; Q9BTU6; purified PI4K2A, ADP-Glo luminescence, 1 h; active compounds read low; activity change, negative = inhibition, % at 76.9 µM; hit rate 0.13% among 420,000; in the data active means activity change below about -50%; inconclusive means mostly about -30% to -49%;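 further: -100% = wells without enzyme as full effect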
Target sequence (Q9BTU6 whole entry, looked up): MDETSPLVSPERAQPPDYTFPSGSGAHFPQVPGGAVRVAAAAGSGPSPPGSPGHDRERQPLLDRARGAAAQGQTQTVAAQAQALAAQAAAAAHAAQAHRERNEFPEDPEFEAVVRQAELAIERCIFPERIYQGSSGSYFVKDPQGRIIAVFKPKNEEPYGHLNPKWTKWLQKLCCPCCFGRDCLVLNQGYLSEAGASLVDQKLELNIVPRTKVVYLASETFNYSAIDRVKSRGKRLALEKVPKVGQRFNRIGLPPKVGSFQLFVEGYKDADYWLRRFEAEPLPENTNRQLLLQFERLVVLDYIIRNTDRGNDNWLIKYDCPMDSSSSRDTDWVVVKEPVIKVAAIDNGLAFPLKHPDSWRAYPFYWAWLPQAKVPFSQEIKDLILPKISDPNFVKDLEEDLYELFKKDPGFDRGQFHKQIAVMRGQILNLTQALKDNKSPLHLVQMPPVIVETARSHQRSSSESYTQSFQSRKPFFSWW
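ADP-Glo luminescence measured ADP generated by PI4K2A enzyme (4 ug/mL before mixing) with 1.2 mM PI substrate (pre-mix) and 300 microM ATP (pre-mix). Tris pH7.5 buffer with MgCl2, Triton X-100; 1 h reaction at ambient temperature.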
* = called active by the depositor; ? = inconclusive; nt = not tested or not shown; [ ] = dose if it differs, or a comment. Unless noted, the call rests on the fitted dose curve; in most records, active means well fitted curve in the direction sought with a large enough effect; inconclusive means small, poorly fitted or top-dose-only effect, or another doubt; inactive means no such curve, though single readings can be large; an effect the other way counts as inactive or inconclusive.

1) COC(=O)c1ccccc1NC(=O)CCCOc1cc(=O)n(C)c2ccccc12
2) Cc1ccc([N+](=O)[O-])cc1S(=O)(=O)Nc1ccc(C(=O)N2CCN(C(=O)c3ccco3)CC2)cc1
3) CCOC(=O)C1CC=C(Cl)CC1C(=O)Nc1nccs1 (stereo not drawn)
4) Cc1ccc(S(=O)(=O)CC(=O)Nc2ccc(S(=O)(=O)Nc3ccccn3)cc2)cc1
5) COc1ccc(NC(C)=O)cc1S(=O)(=O)N1CCN(Cc2cccs2)CC1
6) CCOC(=O)C1(Cc2ccccc2)CCCN(C(=O)COc2ccccc2OC)C1 (stereo not drawn)
7) COC(=O)c1ccccc1NC(=O)c1cc(-c2ccccc2O)no1
8) Cc1cc2cc(CNC(=O)c3cccc([N+](=O)[O-])c3)ccc2[nH]1
Screen / compound no.,1,2,3,4,5,6,7,8
GRP78 ERSR act,0%,-3%,5%,-4%,3%,-1%,5%,-1%
Vif-A3F inh,nt,5%,-10%,0%,6%,-5%,-3%,-8%
mIDH1 inhibitor,nt,-14%,3%,0%,-4%,11%,28%,6%
USP1-UAF1 inh,nt,2%,-5%,-26%,3%,-21%,-5%,-22%
Vif-A3G inh,2%,3%,0%,2%,-3%,1%,-4%,1%
RXFP1 ag,nt,1.6%,1.4%,-2.4%,1.4%,nt,2.8%,3.8%
TrxR1 substrate,nt,1%,1%[57.1 µM],11%,-2%,nt,-15%,-5%[57.1 µM]
LDHA block,-4,-13,-2,-3,-4,1,-4,1
PI4K2A block,3,-3,0,0,-3,0,-2,0

9) O=C(O)/C(=C\c1cccc(F)c1)c1ccc(S(=O)(=O)N2CCCC2)s1
10) CCCCCCc1c(O)nc(SCCN(C)C)[nH]c1=O
11) COc1ccc(NC(=O)CN2CCN(C3CCCCC3)C(=O)C2=O)cc1
12) O=C(CCN1CCOCC1)Nc1cc(C(=O)Nc2ccccc2F)ccc1N1CC2CC(C1)c1cccc(=O)n1C2 (stereo not drawn)
13) O=C(/C=C/c1ccccc1)N1CCN(c2ccccn2)CC1
14) CC(C)NC(=O)CCCc1c[nH]c2ccccc12
15) Cc1ccc(Cl)cc1NC(=O)C1CCC(CNS(=O)(=O)c2cccc3nsnc23)CC1 (stereo not drawn)
16) CCn1cc(/C=N\NC(=O)c2c[nH]c3ccccc23)c(C)n1
Screen / compound no.,9,10,11,12,13,14,15,16
GRP78 ERSR act,-6%,-3%,-3%,-2%,9%,-6%,-1%,0%
Vif-A3F inh,2%,5%,-8%,0%,-3%,-15%,1%,5%
mIDH1 inhibitor,3%,-13%,13%,-1%,3%,0%,39%[activator],2%
USP1-UAF1 inh,-4%,-11%,-6%,-27%,-14%,-25%,-26%,-6%
Vif-A3G inh,-1%,-5%,1%,-5%,0%,-5%,4%,-1%
RXFP1 ag,-0.2%,-1.5%,-0.9%,-3.2%,-0.8%,1.0%,3.5%,1.6%
TrxR1 substrate,-1%,-2%,-9%[57.1 µM],4%,-9%,4%[57.1 µM],1%,-6%
LDHA block,-4,0,5,-2,4,-10,-6,-10
PI4K2A block,-3,-2,-5,-1,-5,-2,0,-5

Overlap with the part before: 2 compounds; new compounds follow.
15) Cc1ccc(Cl)cc1NC(=O)C1CCC(CNS(=O)(=O)c2cccc3nsnc23)CC1 (stereo not drawn)
16) CCn1cc(/C=N\NC(=O)c2c[nH]c3ccccc23)c(C)n1
17) CN(C)C(=O)c1ccc(-n2cnc3ccccc3c2=O)cc1
18) Cc1noc(C)c1S(=O)(=O)Nc1ccc2c(c1)CC(=O)N([C@H](C)CO)C[C@H](C)[C@@H](CN(C)CC1CC1)O2
19) CC1CCCN(C(=O)Cc2cccc3ccccc23)C1 (stereo not drawn)
20) O=C(Nc1nnc(-c2ccccc2)o1)NC1CCCCC1
21) COC(=O)c1ccc(C2C(Oc3ccccc3)C(=O)N2CCc2ccc(OC)c(OC)c2)cc1 (stereo not drawn)
22) COc1ccc(NC(=O)c2ccco2)cc1NC(=O)c1c(F)c(F)c(OC)c(F)c1F
23) CCn1c(C)cc(/C=C2/NC(=O)N(CC(=O)Nc3cccc(C)c3)C2=O)c1C
24) CCC1(c2ccccc2)CN(C)C1=O (stereo not drawn)
Screen / compound no.,15,16,17,18,19,20,21,22,23,24
GRP78 ERSR act,-1%,0%,1%,-2%,-2%,-1%,-3%,-3%,-3%,-1%
Vif-A3F inh,1%,5%,10%,2%,4%,-4%,-5%,0%,-10%,4%
mIDH1 inhibitor,39%[activator],2%,1%,5%,20%,0%,2%,-3%,-6%,-2%
USP1-UAF1 inh,-26%,-6%,-28%,-19%,-9%,-5%,6%,-10%,-9%,3%
Vif-A3G inh,4%,-1%,-13%,4%,0%,-1%,-10%,-3%,1%,2%
RXFP1 ag,3.5%,1.6%,0.7%,nt,2.7%,2.0%,1.7%,1.0%,-0.2%,nt
TrxR1 substrate,1%,-6%,-1%,-1%,3%[57.1 µM],9%,-7%,14%[57.1 µM],-5%,nt
LDHA block,-6,-10,-12,-2,-8,-12,-6,-8,-2,-8
PI4K2A block,0,-5,-2,5,-3,0,1,-2,0,7

25) CCOC(=O)C1CCCN(C(=O)c2cccc([N+](=O)[O-])c2C)C1 (stereo not drawn)
26) Cc1nnc(NC(=O)CSc2ncnc3scc(-c4ccccc4)c23)s1
27) Cc1nc(SCn2nnc3ccccc3c2=O)nc(C)c1C
28) Cc1ccc(/C=N/NC(=O)c2nnn(-c3nonc3N)c2-c2ccccc2)o1
29) CC(=O)N(Cc1ccc(F)cc1)C1=C(NCc2ccccc2)C(=O)c2ccccc2C1=O
30) Cc1ccc(C(=O)Nc2ccc(S(=O)(=O)N3CCc4ccccc4C3)cc2)o1
31) O=C(NCc1nnnn1-c1ccc(F)cc1)c1cc2ccccc2o1
32) CCOc1ccc(C(=O)NCC(=O)OCc2c(F)cccc2Cl)cc1
Screen / compound no.,25,26,27,28,29,30,31,32
GRP78 ERSR act,-4%,-4%,1%,0%,-17%,0%,-2%,2%
Vif-A3F inh,8%,-9%,-3%,-5%,6%,-12%,-4%,3%
mIDH1 inhibitor,5%,-2%,-3%,7%,13%,-3%,-1%,8%
USP1-UAF1 inh,-12%,-9%,-7%,-24%,?,-12%,-10%,-9%
Vif-A3G inh,-3%,0%,1%,-3%,-12%,6%,-5%,2%
RXFP1 ag,-0.9%,8.6%,8.7%,-1.6%,0.2%,-0.1%,nt,-0.3%
TrxR1 substrate,3%[57.1 µM],7%[57.1 µM],10%[57.1 µM],-1%,-8%,-3%,nt,-10%
LDHA block,-3,-5,-16,-2,24,-3,-1,1
PI4K2A block,3,0,0,-4,-16,-1,4,4

33) COc1cccc(NC(=O)C(=O)NCC2CCCN2S(=O)(=O)c2ccccc2)c1 (stereo not drawn)
34) O=C(OCC(O)COc1ccccc1)c1ccc([N+](=O)[O-])cc1 (stereo not drawn)
35) C[C@H](CO)N1C[C@H](C)[C@@H](CN(C)Cc2ccccc2)Oc2c(NS(=O)(=O)c3cn(C)cn3)cccc2C1=O
36) CCOc1ccccc1NC(=O)CSc1cn(CC(=O)N2CCCCCC2)c2ccccc12
37) Cc1ccc2c(c1)nnn2C1CCN(CC(=O)NCCc2ccccc2)CC1
38) COc1ccc(-c2ccc(-c3noc(C)n3)c(OC)n2)cc1
Screen / compound no.,33,34,35,36,37,38
GRP78 ERSR act,-1%,-3%,-2%,-4%,-2%,5%
Vif-A3F inh,-7%,-11%,4%,0%,-1%,-11%
mIDH1 inhibitor,4%,15%,-7%,-12%,0%,3%
USP1-UAF1 inh,-8%,-20%,-8%,-18%,-3%,-13%
Vif-A3G inh,2%,0%,-6%,0%,-3%,3%
RXFP1 ag,0.1%,0.1%,nt,0.2%,1.6%,3.2%
TrxR1 substrate,0%[57.1 µM],4%,2%,-2%,2%,90%[activator]
LDHA block,-3,0,0,-8,2,0
PI4K2A block,-2,-7,3,-3,-1,4

Quoted from the listing.
Vif-A3F inh, O=C(OCC(O)COc1ccccc1)c1ccc([N+](=O)[O-])cc1 (stereo not drawn) : -11%
GRP78 ERSR act, COc1ccc(-c2ccc(-c3noc(C)n3)c(OC)n2)cc1 : 5%
LDHA block, CCOc1ccccc1NC(=O)CSc1cn(CC(=O)N2CCCCCC2)c2ccccc12 : -8

3 structures from above, ordered by length of the SMILES, smallest number first:
37) Cc1ccc2c(c1)nnn2C1CCN(CC(=O)NCCc2ccccc2)CC1
36) CCOc1ccccc1NC(=O)CSc1cn(CC(=O)N2CCCCCC2)c2ccccc12
35) C[C@H](CO)N1C[C@H](C)[C@@H](CN(C)Cc2ccccc2)Oc2c(NS(=O)(=O)c3cn(C)cn3)cccc2C1=O
Screen / compound no.,37,36,35
GRP78 ERSR act,-2%,-4%,-2%
Vif-A3F inh,-1%,0%,4%
mIDH1 inhibitor,0%,-12%,-7%
USP1-UAF1 inh,-3%,-18%,-8%
Vif-A3G inh,-3%,0%,-6%
RXFP1 ag,1.6%,0.2%,nt
TrxR1 substrate,2%,-2%,2%
LDHA block,2,-8,0
PI4K2A block,-1,-3,3

Some of the compounds tested; the hit share may differ from the screen's.
